High-throughput results as filed in PubChem.
PDI turbidity = inhibitors of human PDI, primary screen, biochemical, turbidity, single point, plate reader; PDI insulin aggregation turbidity, A650, 90 min; inhibition, % at 10 µM; actives 0.052% (n = 350,000);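 active = mean inhibition across replicates of 30% or more, whatever share of single replicates reach that level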;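 also: absorbance from insulin aggregation driven by PDI reduction with DTT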
Target sequence (P07237 whole entry, looked up): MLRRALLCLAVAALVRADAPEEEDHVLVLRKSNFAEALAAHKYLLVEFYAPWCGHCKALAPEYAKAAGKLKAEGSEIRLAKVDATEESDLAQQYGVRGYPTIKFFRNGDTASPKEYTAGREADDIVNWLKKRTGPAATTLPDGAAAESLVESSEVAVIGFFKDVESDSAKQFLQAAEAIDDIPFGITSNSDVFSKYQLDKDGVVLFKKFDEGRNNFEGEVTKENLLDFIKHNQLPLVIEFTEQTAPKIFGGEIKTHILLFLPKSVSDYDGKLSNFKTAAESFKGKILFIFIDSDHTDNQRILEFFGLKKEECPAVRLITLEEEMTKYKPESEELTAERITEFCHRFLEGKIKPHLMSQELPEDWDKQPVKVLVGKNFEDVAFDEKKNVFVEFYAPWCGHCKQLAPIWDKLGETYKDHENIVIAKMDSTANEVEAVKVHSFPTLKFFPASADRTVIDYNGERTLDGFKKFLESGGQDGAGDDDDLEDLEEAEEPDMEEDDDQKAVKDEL
aDG glyco up = activators of alpha-DG glycosylation, primary screen, uHTS, Pro5-aDG cells, AlphaScreen | alpha-DG glycosylation AlphaScreen (IIH6); 0% Pro5, 100% B10-LARGE cell signal | activation, % at 10 µM | actives 0.22% (n = 360,000);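 active = activation of at least 8% versus controls, or a plate z-score of at least 8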;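 also: Pro5 are CHO cells carrying HIG-tagged alpha-DG that lacks glycosylation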
ABCB6 inh 2 = ABCB6 transporter inhibitors, primary screen, K562-ABCB6 cells, flow cytometry, MLPCN library | AID 602162, 2011 | fluorescence ratio to DMSO, % at 10 µM | actives 0.19% (n = 360,000) | ATP-binding cassette sub-family B member 6 (Homo sapiens), Q9NP58 | K562-ABCB6 porphyrin accumulation, 1 h; active compounds read low;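 active = fluorescence ratio to DMSO below 75%, the collection mean minus 3 SD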;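 also: signal is porphyrin accumulated inside mitochondria; 100% equals median channel fluorescence of DMSO control wells; lower ratio means ABCB6 inhibition with less porphyrin fluorescence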
MC4R barr agon = MC4R agonists recruiting beta-arrestin, primary screen, cell-based, luminescence, agonist arm of biased-ligand search. Melanocortin receptor 4 (Homo sapiens), P32245. U2OS MC4R beta-arrestin complementation; percent of melanotan II response, DMSO zero. activation, % at 8.9 µM. actives 0.98% (n = 360,000). AID 540308, 2011;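 active = activation above a per-plate cutoff, the mean activation of sample wells on that plate plus 3 SD, cut at about 8% in these data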
m5-HT2A agonist = mouse Htr2a agonists via beta-arrestin recruitment, primary screen, cell-based, luminescence; actives 0.66% (n = 360,000); activation, % at 7.6 µM; CHO-K1 mHTR2A beta-arrestin complementation; percent of 30 µM serotonin response; 5-hydroxytryptamine receptor 2A (Mus musculus), P35363;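 active = activation above a run cutoff, the mean activation of all tested compounds plus 3 SD, cut at about 14% in these data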;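 also: 0% = plate median of compound wells and 100% = 30 µM serotonin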
Target sequence (P35363 whole entry, looked up): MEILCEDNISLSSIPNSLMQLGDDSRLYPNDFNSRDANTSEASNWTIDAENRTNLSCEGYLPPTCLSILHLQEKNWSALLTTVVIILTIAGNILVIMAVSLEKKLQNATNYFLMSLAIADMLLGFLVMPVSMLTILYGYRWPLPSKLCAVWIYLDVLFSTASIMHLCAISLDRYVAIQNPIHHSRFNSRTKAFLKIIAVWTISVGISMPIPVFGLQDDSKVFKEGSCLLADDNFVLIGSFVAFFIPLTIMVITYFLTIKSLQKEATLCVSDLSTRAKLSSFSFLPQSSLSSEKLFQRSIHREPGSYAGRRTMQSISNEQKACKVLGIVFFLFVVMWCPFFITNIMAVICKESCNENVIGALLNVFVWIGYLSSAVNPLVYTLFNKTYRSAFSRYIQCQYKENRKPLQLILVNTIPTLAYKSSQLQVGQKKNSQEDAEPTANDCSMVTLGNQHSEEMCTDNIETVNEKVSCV
CaV13 ICDI inh = Primary screen for inhibitors of IQ motif and Ca2+-dependent inactivation inhibitor domain binding in CACNA1D, Förster resonance energy transfer in living cells, …. HEK cells, CFP/YFP FRET ICDI-IQ, plate reader, 10 min; percent FRET-ratio fall versus neutral wells. inhibition, % at 12.3 µM. actives 0.098% (n = 340,000). AID 743397;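 active = mean replicate inhibition of at least 30% and at least 1% of replicates passing that level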;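 also: 0% = median of the neutral control wells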
MC4R antagonist = MC4R antagonists of cAMP signaling, primary screen, cell-based, TR-FRET, antagonist arm of biased-ligand search | Melanocortin receptor 4 (Homo sapiens), P32245 | MC4R-expressing cells, MTII-stimulated cAMP, LANCE TR-FRET | inhibition, % at 6.5 µM | actives 0.48% (n = 360,000) | AID 540295, 2011;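 active = inhibition above its plate's cutoff, the mean of tested wells on that plate plus 3 SD, cut at about 29% in these data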;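 also: 0% = Melanotan II alone and 100% = Melanotan II plus saturating MCL0020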
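Assay system: U2OS-MC4R stable cell line; Also added: Melanotan II; Technique: Eu-cAMP/anti-cAMP TR-FRET, emission 671 nm; Times: 30-min compound, 1-h challenge, 1-h detection, room temperature.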
Vif imaging = HIV Vif self-association inhibitors, primary screen, imaging, HEK293T, single point | HEK293T cells, Vif self-association by quenched fluorescence, 24 h | AID 602346, 2012 | actives 0.35% (n = 340,000) | inhibition, % at 7.49 µM; in the data active = inhibition above about 50%, passing the limit was not always enough; also: some results filed as inactive read as strong as hits
N-glyco inh = increase of ERlucT glycosylation luciferase signal, primary screen, N-linked glycosylation inhibitor project, D54 ERlucT cells, luminescence, set 2; D54 ERlucT glycosylation luciferase reporter, 24 h; percent of 100 nM tunicamycin response; reporter increase, % at 12.5 µM; actives 0.23% (n = 360,000); AID 588692, 2011;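 active = mean luciferase reporter signal, scaled so untreated is 0 and the glycosylation-blocking control 100, at or above a set limit in every replicate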;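 also: luciferase carries N-glycosylation sites so blocking glycosylation raises the light; 0% = median of neutral control wells and 100% = median of 100 nM tunicamycin wells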
H9c2 protect = cardioprotection against H2O2-induced cell death, primary screen, uHTS, H9c2 cells, ATPLite luminescence; H9c2 cardiomyocytes, H2O2 injury protection, 2 h; protection from H2O2 cell death, % at 20 µM; actives 0.63% (n = 360,000);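 active = compounds giving at least 50% protection of heart cells from peroxide-induced death in the single-dose screen, raw or plate-pattern-corrected value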;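 also: 0% = DMSO wells with peroxide and 100% = DMSO wells without peroxide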
* marks the source's active call; other numbers are inactive results; . = no result given.

Values run as follows: CaV13 ICDI inh | MC4R antagonist | H9c2 protect | Vif imaging | m5-HT2A agonist | MC4R barr agon | ABCB6 inh 2 | aDG glyco up | N-glyco inh | PDI turbidity
1. O=C1C2CCCN2C(c2ccccc2)N1c1ccc(F)cc1 (stereo unspecified)
  -1 | 6 | 3 | -2 | 2 | 0.7 | 107 | -0.1 | 2 | .
2. O=C(Nc1ccccc1)OCCc1ccccn1
  -11 | -2 | -1 | 2 | 12 | -2.0 | 97 | -0.3 | -7 | -4
3. Fc1ccc(Nc2nnc(C(F)(F)F)s2)cc1Cl
  -3 | 0 | -16 | -6 | 7 | 0.8 | 98 | 0.0 | -9 | 16
4. CCN1CCCC1CNC(=O)Cn1ncc2c(=O)oc3ccc(C)cc3c21 (stereo unspecified)
  -9 | -52 | 21 | -5 | 1 | 1.0 | 92 | -0.3 | 1 | .
5. COc1ccc(Oc2coc3c(CN4CCOCC4)c(O)ccc3c2=O)cc1
  -5 | -1 | -4 | . | 0 | 0.6 | 105 | 2.4 | . | -8
6. COc1cc(NC(=O)CN2C(=O)NC(C)(c3ccccc3)C2=O)c(C)cc1[N+](=O)[O-] (stereo unspecified)
  . | 10 | 10 | -7 | 1 | 3.1 | 106 | -0.1 | 4 | 7
7. COc1ccc([N+](=O)[O-])cc1NC(=O)COC(=O)/C=C/c1ccco1
  -5 | 7 | 3 | 8 | 0 | -2.8 | 95 | 0.9 | 4 | 8
8. Cc1ccc(C(=O)Nc2c(C)cc(-c3ccccc3)oc2=O)cc1
  -1 | 2 | 5 | 14 | -4 | -3.2 | 99 | 0.6 | 2 | 0
9. COc1ccc(NC2=CC(=S)NC(C)(C)C2)cc1
  -6 | 5 | -2 | . | -4 | -1.3 | 382 | -0.2 | 1 | -5
10. O=C(Nc1ccccn1)c1ccc2ccccc2c1O
  -6 | -2 | -4 | 3 | 4 | 0.6 | 105 | -0.1 | 6 | -12
11. CN(C)C(=O)CCc1ccc2c3c([nH]c2c1)[C@]1(CCc2ccccc2)[C@@H](C(=O)N2CCCCC2)C[C@H](CC(=O)NCCc2ccccn2)C(=O)N1CC3
  -4 | 2 | -2 | . | 1 | -2.7 | 98 | 0.1 | 1 | 0
12. CSc1nc(Oc2ccccc2)c2sccc2n1
  -5 | 0 | -1 | -3 | -9 | 3.0 | 102 | 0.5 | -3 | -6
13. O=C(O)CCCN1C(=O)C2C3c4ccccc4C(c4ccccc43)[C@@H]2C1=O (stereo partly specified)
  -20 | -5 | -1 | 3 | -1 | -0.6 | 94 | 0.1 | 2 | -5
14. CC(=O)Oc1cc2c(C(=O)NCCN3CCOCC3)c(C)oc2c2ccccc12
  -4 | -7 | -1 | 27 | -6 | 1.3 | 99 | 1.6 | 1 | 7
15. COC(=O)c1cc(=O)n(Cc2ccco2)c(=Nc2ccc(F)cc2)s1
  . | 18 | -16 | -1 | 2 | 1.4 | 98 | 0.0 | 24 | .
16. Cc1ccc(C)c(NC(=O)CCN2CCN(c3ccccc3F)CC2)c1
  -6 | 3 | 2 | -1 | -1 | -1.5 | 79 | 0.0 | 1 | -6
17. CC(C)c1nc(SCC(=O)Nc2nccs2)c2ccccc2n1
  -3 | 17 | -3 | 5 | -5 | 3.0 | 101 | 0.3 | -1 | -8
18. Cc1ccc(S(=O)(=O)N2CCCCC2)cc1NC(=O)COC(=O)Cc1cccc(C(F)(F)F)c1
  -3 | 4 | -14 | -6 | -1 | -1.2 | 99 | -0.5 | 2 | 7
19. CCCc1ccc(Oc2cc(NN3CCCCC3)c([N+](=O)[O-])cc2[N+](=O)[O-])cc1
  -10 | 5 | -8 | -2 | 3 | 1.4 | 103 | 1.6 | -3 | -7
20. CCOc1ccc(N=c2scc(-c3ccccc3)n2CCO)cc1
  -6 | 4 | -16 | -10 | -3 | -0.6 | 92 | 0.1 | -4 | 1
21. CN1CCCN(c2cc(-c3ccc4ccccc4c3)nc3ccnn23)CC1
  -9 | -8 | 9 | 0 | -5 | -0.9 | 101 | 0.0 | -2 | 2
22. Cc1ccc(S(=O)(=O)CCC(=O)OCC(=O)NC(C)c2ccccc2)cc1 (stereo unspecified)
  -17 | 6 | 10 | 17 | -5 | -0.9 | 94 | 0.0 | 1 | -5
23. Cn1cnnc1SCCNS(=O)(=O)c1ccccc1
  -6 | 8 | -10 | 36 | 2 | -1.2 | 102 | -0.1 | 3 | -8
24. O=C(Nc1ccc(NC(=O)c2cc3ccccc3o2)cc1)c1ccco1
  -3 | 10 | 8 | -1 | 6 | 4.1 | 93 | 0.2 | -3 | -2
25. CN1C(=O)C2(C(C#N)=C(N)N(c3ccc(Cl)cc3)C3=C2C(=O)CC(C)(C)C3)c2ccccc21 (stereo unspecified)
  . | 1 | 1 | 0 | 6 | 0.1 | 85 | -0.1 | -1 | -5
26. O=C(NCC(c1cccs1)N1CCOCC1)c1cc(F)cc(F)c1 (stereo unspecified)
  -4 | 3 | 11 | . | 8 | 1.3 | 94 | 2.1 | 8 | -9
27. CC(C)C(=O)Nc1ccc(C(=O)NNC(=S)NC(=O)c2ccccc2[N+](=O)[O-])cc1
  -2 | -7 | 5 | -2 | -7 | -2.6 | 91 | -0.5 | 2 | 0
28. Oc1c(Br)cc(Br)cc1C=Nc1ccc2c(c1)OCO2
  -23 | 1 | 41 | 12 | 8 | 1.5 | 93 | 0.0 | -1 | -4
29. CN(/N=C/c1ccc(O)cc1O)c1nc(-c2ccccc2)cc(-c2ccccc2)n1
  -4 | -6 | -22 | 8 | 3 | 0.9 | 93 | -0.5 | -1 | -7
30. CCOc1ccc(-n2c(SCC(=O)Nc3cc(C(=O)O)ccc3Cl)nc3ccccc3c2=O)cc1
  -3 | 10 | 4 | -5 | 1 | -1.7 | 99 | 0.1 | -3 | -35
31. CC1(C)Cc2c(cnn2-c2ccc(F)cc2)C(NC(=O)C(C)(C)O)C1 (stereo unspecified)
  -5 | -4 | -3 | 1 | 3 | -1.6 | 98 | -0.1 | -1 | 6
32. Cc1ccc(NS(=O)(=O)c2c(C)[nH]c(C)c2C(=O)N2CCCCC2)c(Cl)c1
  -6 | 9 | 0 | -3 | -1 | -1.8 | 102 | -0.1 | 2 | -3
33. COc1ccc(S(=O)(=O)N2CCN(c3ncccn3)CC2)cc1[N+](=O)[O-]
  -5 | -5 | -1 | 7 | -3 | 0.9 | 104 | 0.2 | 2 | -6
34. CCN(Cc1ccccc1)C(=O)c1cc2c(=O)oc3ccc(C)cc3c2s1
  -2 | 7 | 97* | 2 | 4 | 0.0 | 93 | 0.1 | 2 | .
35. CC(=O)c1cccc(NC(=O)C2COc3ccccc3O2)c1 (stereo unspecified)
  -2 | 2 | 8 | 32 | -2 | -0.1 | 97 | -0.1 | 2 | -1
36. COCCN1CCN(c2c(C)c(C)nc3cc(-c4cccc(OC)c4)nn23)CC1
  -4 | 1 | 16 | 1 | 1 | -0.6 | 94 | -0.2 | -5 | 14
37. Cc1nn(-c2ccccc2)c2nc(-c3ccncc3)cc(C(=O)NCc3ccco3)c12
  -4 | 16 | 22 | -1 | -6 | -0.3 | 91 | 0.5 | -3 | 5
38. COc1cccc(NC(=O)C2C3C=CC4(O3)C2C(=O)N(C2CC2)C4C(=O)NC2CCCCC2C)c1 (stereo unspecified)
  -4 | 8 | 0 | 3 | -4 | 0.7 | 95 | 0.4 | -1 | 0
39. COc1ccccc1N1CCN(CC(=O)Nc2cc(F)ccc2C)CC1
  . | 12 | -1 | -3 | 2 | -1.4 | 92 | 2.5 | 0 | 7
40. Nc1c(-c2ccccc2)c(CSc2nc3ccccc3[nH]2)nn1-c1ccc(C(=O)O)cc1
  2 | 14 | 1 | 0 | -1 | -0.6 | 103 | 0.3 | 0 | -1
41. O=C(COC(=O)CNC(=O)c1ccc(Cl)cc1Cl)Nc1ccc(N2CCOCC2)cc1
  -4 | 14 | -3 | -12 | 1 | 1.0 | 87 | 0.5 | 2 | -2
42. Cc1onc(-c2ccccc2Cl)c1C(=O)OCC(=O)N1CCC(C)CC1
  -2 | 5 | -3 | 0 | -1 | 2.2 | 95 | 0.0 | -3 | -3
43. CCCn1c(N)c(C(=O)CSc2nnc(C3CC3)n2Cc2ccccc2)c(=O)[nH]c1=O
  -4 | 0 | 2 | 6 | -5 | -1.6 | 99 | -0.1 | 0 | 3
44. COc1cc(CNc2ccc3[nH]c(=O)[nH]c3c2)ccc1OCC(=O)NC(C)(C)C
  -3 | -4 | 39 | . | 3 | 1.3 | 104 | -0.1 | . | -16
45. COc1ccc(-n2c(Cc3cccn3C)nnc2SCC(=O)Nc2ccc(C)c(Cl)c2)cc1
  -5 | 6 | -9 | 8 | -1 | 1.3 | 95 | 0.1 | 0 | .
46. Clc1ccc(COn2c(-c3ccccc3)nc3ccccc32)cc1
  -6 | 4 | -14 | 6 | -2 | 2.4 | 89 | 0.6 | -3 | 23
47. CCCCCCCCCCCC(=O)NC1CCS(=O)(=O)C1 (stereo unspecified)
  -7 | 4 | -24 | 7 | 0 | 0.4 | 94 | 0.3 | -2 | 2
48. CCOC(=O)[C@@H]1[C@H]2COc3cc(OC)ccc3[C@H]2N2C(=O)N(c3ccc(Br)cc3)C(=O)[C@]12C
  -5 | 8 | -2 | 3 | 7 | -1.3 | 105 | -0.1 | -1 | -3
49. COc1ccc(CCNc2oc(Cc3ccccc3)nc2C#N)cc1OC
  . | 13 | 2 | -16 | -4 | -1.4 | 101 | 1.8 | -4 | -6
50. O=C(COC(=O)c1ccc(O)cc1)Nc1ccc(S(=O)(=O)N2CCCC2)cc1
  -4 | 15 | 1 | 7 | -1 | 0.5 | 95 | -0.3 | 0 | -2
51. CCCCC(c1nnnn1Cc1ccco1)N1CCN(c2nc3ccccc3s2)CC1 (stereo unspecified)
  -4 | 9 | -2 | -4 | -2 | -0.6 | 89 | 0.5 | -7 | 20
52. O=C(COC(=O)Cn1nc(-c2ccccc2)oc1=O)Nc1ccc(F)cc1
  -5 | 0 | -7 | 11 | 3 | -2.5 | 95 | 0.1 | 3 | -5
53. O=C(O)c1nc2nc(Cl)c(Cl)nc2[nH]1
  -18 | -4 | -6 | -4 | 1 | -0.1 | 99 | -0.2 | -1 | 0
